High-throughput results deposited in PubChem by National Center for Advancing Translational Sciences (NCATS).
KDM5B inhibitor = KDM5B demethylase inhibition; Potency, µM (top dose mostly 57.7 µM), inactives show top-dose activity change, negative = inhibition, hits mostly inhibitors; Q9UGL1; 220,000 compounds, 2.6% hits; KDM5B demethylase, FDH-coupled NADH fluorescence (FDH is formaldehyde dehydrogenase); AID 1347165; active means well fitted inhibition curve with a large enough effect; inconclusive means small, poorly fitted or top-dose-only effect; inactive means no such curve, though single readings can be large or run the other way; further: 0% is about no effect; nearly all actives have a fitted effect of over 70% in size
Target sequence (Q9UGL1 whole entry, looked up): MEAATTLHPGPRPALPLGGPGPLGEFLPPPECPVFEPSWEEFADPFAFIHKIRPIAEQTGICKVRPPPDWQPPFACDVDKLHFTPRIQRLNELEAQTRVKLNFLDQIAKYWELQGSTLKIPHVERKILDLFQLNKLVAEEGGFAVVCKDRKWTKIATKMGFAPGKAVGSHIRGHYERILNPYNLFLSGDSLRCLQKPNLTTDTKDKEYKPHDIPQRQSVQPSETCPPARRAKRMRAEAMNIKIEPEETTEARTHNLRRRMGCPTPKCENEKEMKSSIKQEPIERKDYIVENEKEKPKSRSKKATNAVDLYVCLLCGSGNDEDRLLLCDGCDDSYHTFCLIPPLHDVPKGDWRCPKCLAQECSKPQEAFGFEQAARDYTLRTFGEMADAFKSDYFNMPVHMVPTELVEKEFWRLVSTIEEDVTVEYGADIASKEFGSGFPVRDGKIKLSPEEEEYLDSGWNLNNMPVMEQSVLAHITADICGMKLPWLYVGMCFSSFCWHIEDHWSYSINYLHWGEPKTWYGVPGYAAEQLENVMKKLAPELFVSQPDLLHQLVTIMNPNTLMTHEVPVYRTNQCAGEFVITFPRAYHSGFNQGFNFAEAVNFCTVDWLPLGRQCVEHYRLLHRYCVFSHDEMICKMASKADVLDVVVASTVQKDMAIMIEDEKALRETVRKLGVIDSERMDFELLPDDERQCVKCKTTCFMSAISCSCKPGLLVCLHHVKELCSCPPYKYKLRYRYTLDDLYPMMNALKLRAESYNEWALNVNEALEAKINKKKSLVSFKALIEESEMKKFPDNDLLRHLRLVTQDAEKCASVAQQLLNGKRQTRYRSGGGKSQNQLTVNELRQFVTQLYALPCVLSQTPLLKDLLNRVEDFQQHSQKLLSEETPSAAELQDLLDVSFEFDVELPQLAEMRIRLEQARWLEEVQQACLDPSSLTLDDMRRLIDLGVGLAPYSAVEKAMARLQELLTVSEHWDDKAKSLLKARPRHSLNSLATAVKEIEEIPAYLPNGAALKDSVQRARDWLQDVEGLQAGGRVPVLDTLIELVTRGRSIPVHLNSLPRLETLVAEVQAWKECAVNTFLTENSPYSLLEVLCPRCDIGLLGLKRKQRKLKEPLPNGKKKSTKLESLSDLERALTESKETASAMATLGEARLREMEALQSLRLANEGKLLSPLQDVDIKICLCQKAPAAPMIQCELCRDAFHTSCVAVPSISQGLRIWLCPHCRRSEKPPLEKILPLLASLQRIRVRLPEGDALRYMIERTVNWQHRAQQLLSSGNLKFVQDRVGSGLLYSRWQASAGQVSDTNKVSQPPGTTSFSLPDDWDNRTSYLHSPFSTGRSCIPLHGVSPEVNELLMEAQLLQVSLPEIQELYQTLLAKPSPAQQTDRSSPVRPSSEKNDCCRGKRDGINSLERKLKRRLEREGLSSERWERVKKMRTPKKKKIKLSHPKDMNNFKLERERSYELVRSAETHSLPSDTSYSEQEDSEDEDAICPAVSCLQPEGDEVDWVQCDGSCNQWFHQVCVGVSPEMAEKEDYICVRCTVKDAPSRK
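Inhibition is measured as reduced NADH fluorescence generation from FDH coupling to formaldehyde release. Truncated KDM5BΔAP at 200 nM final acts on H3K4me3 peptide (12.5 µM in substrate mix) in pH 7.5 HEPES buffer with Tween-20, 30 min, room temperature.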
Starred values were filed as active, the others as inactive; i = inactive; ? = inconclusive; & = joins results of further samples; [ ] = remark or other dose. Potency means the concentration at half of the fitted maximal effect.

SMILES	KDM5B inhibitor
COCCC(=O)N1CCC2(CC1)C(OC)CN2c1cccc(F)c1 (stereo not given)	-23.6%
COc1ccccc1-c1nc(C(=O)NCc2ccc(F)cc2)n2ccccc12	79.4µM*
c1cc(-c2cc(-c3ccncc3)c3cncn3c2)c2[nH]ccc2c1	-29.2%[86.2 µM]
Cc1nc(CCNC(=O)C2NCCc3[nH]cnc32)nc2c1CCCC2 (stereo not given)	10.3%
COc1ccc(CNC(=O)C(C)n2ccc3cc(S(=O)(=O)N4CCCC4)ccc32)cc1OC (stereo not given)	-0.4%
O=C(CCN1CCCC1=O)NC1CCCN(CCCc2ccccc2)C1 (stereo not given)	-21.8%
CN1C[C@@H](NC(=O)c2cccs2)C[C@H]1c1nc(-c2ccccn2)no1	-17.6%[86.2 µM]
CCOc1ccc(N(CC)C(=O)c2ccc3c(c2)N(S(C)(=O)=O)CC3)cc1	?
COc1ccc(-c2ccc3nc(-c4ccc(F)cc4F)oc3c2)c(OC)c1OC	i
Cc1cccc(N2C(=O)N(CC(=O)C(C)(C)C)c3ccccc3S2(=O)=O)c1C	-13.7%
COc1ccc(-c2cc(C(C)=O)c(C)n2CCC(=O)NCc2ccc(F)cc2)cc1	-9.4%
O=C(Nc1ccc(Oc2ccccc2)cc1)c1n[nH]c(=O)c2ccccc12	15.4%
COc1ccc(-n2c(=S)[nH]c3cc(C(=O)Nc4ccccc4OC)ccc3c2=O)c(OC)c1	4.4%
CC(OC(=O)c1cc(Br)c[nH]1)C(=O)c1c[nH]c2ccccc12 (stereo not given)	14.1%
CCc1ccccc1NS(=O)(=O)c1ccc2c(c1)OCC(C(=O)N1CCCC1)O2 (stereo not given)	7.8%

Shown with bars between the fields: part of the list above
Molecule | KDM5B inhibitor
CC(OC(=O)c1cc(Br)c[nH]1)C(=O)c1c[nH]c2ccccc12 (stereo not given) | 14.1%
CCc1ccccc1NS(=O)(=O)c1ccc2c(c1)OCC(C(=O)N1CCCC1)O2 (stereo not given) | 7.8%

7 entries picked at random from the list so far, as already listed:
SMILES	KDM5B inhibitor
COc1ccc(CNC(=O)C(C)n2ccc3cc(S(=O)(=O)N4CCCC4)ccc32)cc1OC (stereo not given)	-0.4%
CC(OC(=O)c1cc(Br)c[nH]1)C(=O)c1c[nH]c2ccccc12 (stereo not given)	14.1%
COc1ccc(-n2c(=S)[nH]c3cc(C(=O)Nc4ccccc4OC)ccc3c2=O)c(OC)c1	4.4%
CCOc1ccc(N(CC)C(=O)c2ccc3c(c2)N(S(C)(=O)=O)CC3)cc1	?
Cc1nc(CCNC(=O)C2NCCc3[nH]cnc32)nc2c1CCCC2 (stereo not given)	10.3%
COc1ccccc1-c1nc(C(=O)NCc2ccc(F)cc2)n2ccccc12	79.4µM*
COCCC(=O)N1CCC2(CC1)C(OC)CN2c1cccc(F)c1 (stereo not given)	-23.6%

Back to the main list, repeating the 2 entries before the break.
SMILES	KDM5B inhibitor
CC(OC(=O)c1cc(Br)c[nH]1)C(=O)c1c[nH]c2ccccc12 (stereo not given)	14.1%
CCc1ccccc1NS(=O)(=O)c1ccc2c(c1)OCC(C(=O)N1CCCC1)O2 (stereo not given)	7.8%
COc1ccc2c(CCNC(=O)CNc3nc(Cl)nc4nc[nH]c34)c[nH]c2c1	-5.5%
COCCn1nc2n(c1=O)CCN(Cc1ccc3cc[nH]c3c1)CC2	-13.9%
Cc1nc(CN2CCOC3(CCN([S+](=O)([O-])c4ccccc4C)CC3)C2=O)cs1	-10.2%[86.2 µM]
COc1cccc(-c2nc3cc(NC(=O)c4ccc(C)c([N+](=O)[O-])c4)ccc3o2)c1	9.7%
COc1ccccc1NC(=O)c1sc2nc(C)c(C(=O)Nc3ccc(Cl)cc3)c(-c3ccc(Br)cc3)c2c1N	-29.9%
CC(C)c1ccc(N2CC(c3nc(-c4ccccn4)no3)CC2=O)cc1 (stereo not given)	-8.3%
CC(C)CN1CCOC(CNC(=O)N2CCN(S(=O)(=O)c3ccc(C#N)cc3)CC2)C1 (stereo not given)	1.8%
Cc1ccc(-c2c3c(=O)n(C)c(=O)n(C)c3c3c(C(F)(F)F)nc4ccccc4n23)cc1	131.4%[activator]
CCCc1nnc(NC(=O)Cc2coc3ccc(C)cc23)s1	1.6%&20.0%
O=C(Nc1ccccc1)N1CCCN(CCc2ccncc2)CC1	0.9%
C#CCNC(=O)COC(=O)c1cccnc1Nc1cccc(C(F)(F)F)c1	-23.7%
CCC(C(=O)NCc1c(C)ncc2c1CCNC2)n1cccn1 (stereo not given)	?
CCC(=O)N(C1CCOCC1)C1CCN(S(=O)(=O)c2cccc(C)c2)CC1	-2.1%
O=C(CCNC(=O)c1ccc(Br)cc1)NCC1COc2ccccc2O1 (stereo not given)	7.8%
O=C(Cn1cccc1-c1nc(-c2ccc(F)cc2)no1)NCCc1ccc(Cl)cc1	-4.4%
O=C(C1C2C(=O)N(C3CCCCCC3)C[C@@]23C=C[C@@H]1O3)N1C[C@@H]2[C@H](C1)[C@H]1CC[C@@H]2O1 (stereo not given in full)	9.4%
O=C(COc1cc(F)ccc1[N+](=O)[O-])Nc1ccc2c(c1)OCO2	13.2%
COc1cccc(CC(=O)N[C@H](C)c2onc(-c3ccc(F)cc3)c2C(=O)O)c1	-21.0%[86.2 µM]
COc1ccc(/C=C/C(=O)Nc2ccc3nc(N4CCCCC4)cc(C)c3c2)cc1OC	?
O=C(NC1CCN(c2cc(-c3cccs3)[nH]n2)CC1)c1cccc(Cl)c1	?
COC(=O)c1ccccc1NC(=O)c1cnc2sc(N3CCOCC3)nn2c1=O	-47.8%
O=C(c1cc(-c2csc(-c3ccccc3)n2)c[nH]1)N1CCCC1	?
COc1ccc2oc(CNC(=O)c3cc(CC(C)C)nn3C)nc2c1	-5.1%
O=C(CN1C(=O)NC(c2ccccc2Cl)C2=C1COC2=O)Nc1ccc(Cl)cc1 (stereo not given)	-9.9%
COc1ccc(Cl)cc1C(=O)Nc1ccc(F)c(S(=O)(=O)N2CCOCC2)c1	-10.3%
O=C(Cc1ccc(F)cc1)NCCc1cnc(-c2ccccc2)[nH]1	16.7%
O=C1COCCN1C1CCN([S+](=O)([O-])c2ccccc2)CC1	28.8%[149 µM]
O=S(=O)(NCCc1cn2ccccc2n1)c1ccc(Cl)c(Cl)c1	4.4%
Cc1cc(C)c(NC(=O)Cn2nnc(-c3nc(-c4ccncc4)no3)c2N)c(C)c1	?
CCOC(=O)c1noc2nc(C)n(CC(=O)Nc3cccc(OC)c3)c(=O)c12	-7.5%
CC(C)N1CCN(Cc2ccccc2C#Cc2ccccc2)CC1CCO (stereo not given)	-7.4%
CC1(CCCCc2ccccc2)COc2ccc(C(=O)N3CCNC(=O)C3)cc2N1 (stereo not given)	-23.1%[86.2 µM]
OC(C#CCN1CCC(c2ccccc2)C1)(c1ccccc1)C1CCCCC1 (stereo not given)	-1.1%
O=C(OCCOc1cccc(Br)c1)c1ccccc1C(=O)c1ccc(Cl)cc1	-12.5%
O=C(Nc1ccc2nc(SCC(=O)N3CCOCC3)sc2c1)c1ccc(Cl)cc1	i
CN(C)[S+](=O)([O-])c1ccc2c(c1)OCCN(Cc1ccsc1)C2	2.3%[86.2 µM]
CCn1cc(C(=O)c2cc(Cl)ccc2O)cc1-c1nc2ccccc2c(=O)[nH]1	17.8%
CNC(=O)C1CCC(Cn2c(=O)c3sccc3n(CC(=O)Nc3ccc(C)c(C)c3)c2=O)CC1 (stereo not given)	13.2%&-11.7%
COc1ccc(CCC(=O)N2CCCN(c3cc(-c4ccc(Br)cc4)[nH]n3)CC2)cc1	?
COc1ccccc1NC(=O)N1CCc2cc(OC)c(OC)cc2C1CNC(=O)CC(C)C (stereo not given)	5.7%
Cc1cccc(C(=O)Nc2cccc(C(=O)N(C)C)c2)c1	-20.9%
O=C(Cn1ccc2ccc(F)cc21)Nc1nnc(C2CC2)s1	17.8%
Cc1ccc(OCC(=O)N2CCOc3ccc(CN4CCc5ccccc5C4)cc3C2)cc1	-0.3%
Cc1ccc(C(=O)NC2CCN(c3cnn(Cc4ccccc4)c(=O)c3)CC2)s1	-6.1%
Cc1cc(C(=O)NC2CC2)c2c(C3CCNCC3)noc2n1	?
CCOC(=O)C1=C(C)NC(=O)NC1c1nc2ccccc2n1CC (stereo not given)	7.4%
CNc1nc(-c2c(C(=O)OC)c(C)n(C3CC3)c2C)cs1	4.6%
O=C(CCC1CCN(C(=O)c2ccccc2)CC1)NCc1cccc(C(F)(F)F)c1	11.4%
C#CCN(CC)CC(=O)NCc1cccs1	18.6%
Cc1ccc(C)c(NC(=O)CN(C)C(=O)c2cccc(S(=O)(=O)N3CCN(Cc4ccccc4)CC3)c2)c1	-0.5%
COCCC1(NC(=O)c2ccccc2)CCN(Cc2ccc(F)cc2F)CC1	-10.4%
O=C(Nc1cccc2ccccc12)c1cc(F)c(F)cc1Cl	-5.4%
Cc1ccc2c(=O)cc(C(=O)Nc3nnc(C(C)C)s3)oc2c1C	9.0%
COc1cc(/C=N/O)c(Br)cc1OCC(=O)NN	18.5%
O=C(NCc1ccc(C(F)(F)F)cc1)C1CCCN(c2nc3ncccc3o2)C1 (stereo not given)	?
CC(C)NC(=O)Nc1c(NC2CCCC2)c2ccccc2oc1=O	8.2%
Cc1ccc(Sc2ccc(N3CCC(C(=O)Nc4ccc(Cl)cc4)CC3)nn2)cc1	0.0%
CCCCCCNC(=S)Nc1ccc(F)cc1	-20.4%
COc1ccc(CNC(=O)C(=O)Nc2cccc(C)c2)cc1	20.7%
Cc1ccc(CCNC(=O)CCc2nc(CS(=O)(=O)c3ccc(F)cc3)no2)cc1	3.0%
Additional records
SMILES	KDM5B inhibitor
COCCCN(CCC(=O)NCCC(C)C)C(=O)c1cc(C)oc1C	?
COCc1ccc(C(=O)NCC2COc3c(cccc3OC)C2)s1 (stereo not given)	-4.1%
COCCOc1ccc2c(n1)CCN(C(=O)c1cccc(OC)c1OC)C2	-27.4%
COc1ccc(NC(=O)/C(C#N)=C/c2c[nH]c3ccccc23)c(OC)c1	6.4%
O=c1cc(O)c2sc(Nc3ccc(Cl)c(F)c3)nc2[nH]1	?
Cc1nnc(SCc2nc3ccccc3o2)n1-c1ccccc1	-7.9%
O=C(Cc1c[nH]c2ccccc12)N1CCN(C(=O)N2CC3CC(C2)[C@H]2CCCC(=O)N2C3)CC1 (stereo not given in full)	8.1%
COCCNC(=O)C1CCN(c2nc3ccccc3nc2C(F)(F)F)CC1	10.6%
CC1CCN(C(=O)c2cc(-c3ccc(Cl)cc3)on2)CC1	-13.7%
CCOc1ccc(NC(=O)COc2ccc(OC)cc2)c2cccnc12	-21.4%
CCN1CCN(CCNC(=O)c2ccc3nc(-c4ccccc4)c(-c4ccccc4)nc3c2)CC1	?
N#CC1CCN(C(=O)c2nc(-c3ccc(Cl)cc3)c3ccccn23)CC1	25.1µM*
COc1cccc(NC(=O)Cn2c(=O)n(-c3ccc(CC(=O)NCC4CCCO4)cc3)c(=O)c3ccccc32)c1 (stereo not given)	-8.6%
COC1C(=O)N(c2cccc(F)c2)C12CCN(C(=O)c1cc3ccccc3[nH]1)CC2 (stereo not given)	?
CSCc1ccc(C(=O)Nc2ccc(F)cc2)o1	-13.9%
COc1ccc(NC(=O)CCNS(=O)(=O)c2cccc3nsnc23)cc1OC	6.5%
Cn1nnnc1C1CCCN(C(=O)C2CC2)C1 (stereo not given)	-24.8%
O=C(O)COc1ccc(-c2nccc3c2C(=O)N(Cc2c[nH]c4ccccc24)CC(CNC(=O)Cc2ccc(Cl)cc2)O3)cc1 (stereo not given)	8.8%
O=C(Nc1ccc(N2CCC(c3ccccc3)C2)c(C(=O)O)c1)c1ccccc1 (stereo not given)	-16.2%
Cc1noc([C@H]2CCN(C(=O)NCc3ccccc3)C[C@H]2NC(=O)C2CC2)n1	29.3%
Cc1ccc(NC(=O)CS(=O)CC(=O)N(c2ccccc2F)C(C)C(=O)NC2CCCC2)cc1 (stereo not given)	-2.7%
Fc1ccc(CNC(=S)NCc2ccccc2Br)cc1	-8.4%
O=S(=O)(NCC(c1ccco1)N1CCOCC1)c1ccc(Cl)cc1 (stereo not given)	2.2%
COc1cccc(-c2noc(N3CCCC3)n2)c1OC	1.7%
Cc1ccc(-n2nc3c(=O)n(CCCC(=O)NCc4ccccc4C)nc(C)c3c2C)cc1	-2.1%
O=C(O)c1ccc(-c2ccc(Cl)cc2)s1	?
O=C(C1CC1)N1CCN(Cc2ccccc2)CC1	-11.1%
O=C(NCCc1nc(-c2cccnc2)n[nH]1)C1CCC(=O)N(C2CCCC2)C1 (stereo not given)	-13.8%
N#Cc1ccc(-c2csc(NC(=O)c3ccc(S(=O)(=O)N4CCCCCC4)cc3)n2)cc1	-5.2%
COc1cc2c(C(=O)O)c(C)n(-c3ccccc3)c2c2ccccc12	-16.3%
O=C(NN=C(c1ccccc1)c1ccccc1)c1ccc[n+]([O-])c1	24.2%
COc1cc(NC(=O)CCc2c(C)[nH]c(=O)c(C#N)c2C)cc(OC)c1	-11.2%
Clc1cccc(CSc2nc(NCCc3ccccc3)c3ccccc3n2)c1	3.7%
COc1ccc(C(=O)NC2CCN(c3ccc(=O)n(C)n3)CC2)cn1	?
O=C(C1CCOCC1)N1CCC(c2nc(C3CCOCC3)no2)CC1	13.3%
Cc1cccc(OCCSc2nc3ccccc3n2CC(=O)N2CCOCC2)c1C	-2.7%
Cc1ccc(Nc2nc(CN3CCN(S(=O)(=O)c4ccccc4C(F)(F)F)CC3)cs2)cc1	-0.1%
Cc1cc(S(=O)(=O)Nc2ccc(F)cc2)ccc1OCC(=O)NCc1ccc2c(c1)OCO2	-4.6%
Cc1ccccc1C(=O)N(C)[C@H]1C[C@H]2c3[nH]c4c(-c5ccc6c(c5)OCO6)cccc4c3CCN2C[C@H]1[C@H](C)O	?
CCCC1CCC(c2ccc(-c3ccc(OC(F)F)c(F)c3)cc2)CC1 (stereo not given)	2.6%
Cc1nn(C)cc1CN(C)C(=O)c1cc(-c2ccccc2)nc2ccc(Br)cc12	?

An excerpt (hit frequency here may not be typical).
